# APJ ag – agonists of human apelin receptor APJ, primary screen, CHO-K1 cells, PathHunter beta-arrestin, luminescence; activation, % at 20 µM; P35414; 0% DMSO wells, 100% apelin; 330,000 compounds, 0.11% hits;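 active means activation more than six SD over the plate average, tested at 20 µM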;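 further: 0% = DMSO alone and 100% = apelin-13 at 10 nM; some results filed as inactive read as strong as hits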
#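 Material: engineered CHO-K1 APJ arrestin reporter cells; amount: 1000 CHO-K1 reporter cells seeded per well; incubation: compound stimulation 90 min at 25 °C, detection 60 min; signal: luminescent beta-gal fragment complementation, chemiluminescent substrate; read-out basis: APJ agonist activity; controls: DMSO-only wells as negative, 10 nM Apelin-13 as positive control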
# CHOP UPR activ – activators of apoptotic CHOP UPR arm, primary screen, cell-based, CHO-CHOP luciferase reporter, luminescence, uHTS | UPR activation; percent of tunicamycin response over DMSO baseline | activation, % at 10 µM | 330,000 compounds, 0.34% hits;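 active means at 10 µM dose, activation of 40% or more, normalized to positive control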;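 further: 100% = tunicamycin at 10 µg/mL and 0% = DMSO alone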
#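 assay system = CHO CHOP reporter cells | amount = 500 CHO-CHOP cells per well | buffer or medium = F12 with 10% FBS | incubation = 16-18 h cell attachment, then 6 h compound exposure, 37 °C | detection = luminescence read with Steady-Glo | read-out = percent activation relative to tunicamycin control | controls = tunicamycin high control, DMSO low control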
# CCR6 antag – CCR6 receptor antagonists, primary screen, cell-based, CHO-K1, luminescence, beta-arrestin, uHTS; C-C chemokine receptor type 6 (Homo sapiens), P51684; CHO-K1 CCR6 PathHunter beta-arrestin, CCL20-stimulated; inhibition, % at 20 µM; 340,000 compounds, 0.49% hits;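 active means compounds whose inhibition of the agonist-driven luminescence signal at 20 µM reaches about 50%, limit read from the data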;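 further: cells stimulated with CCL20 at 14 nM final; plate controls were DMSO with CCL20 for no effect and DMSO without agonist for full effect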
# Target sequence (P51684 whole entry, looked up): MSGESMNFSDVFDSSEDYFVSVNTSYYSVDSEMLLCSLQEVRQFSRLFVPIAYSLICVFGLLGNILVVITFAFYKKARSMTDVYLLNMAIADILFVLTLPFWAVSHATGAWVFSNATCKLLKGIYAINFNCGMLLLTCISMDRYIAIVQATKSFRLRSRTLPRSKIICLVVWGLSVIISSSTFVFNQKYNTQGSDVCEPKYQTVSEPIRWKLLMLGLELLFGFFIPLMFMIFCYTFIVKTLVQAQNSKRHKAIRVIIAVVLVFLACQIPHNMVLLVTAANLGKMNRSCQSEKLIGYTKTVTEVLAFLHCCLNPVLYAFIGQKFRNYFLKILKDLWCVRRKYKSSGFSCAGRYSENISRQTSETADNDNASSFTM
# XBP1 UPR activ – activators of adaptive XBP1 UPR arm, primary screen, cell-based, CHO-XBP1 luciferase reporter, luminescence, uHTS | IRE1-XBP1 UPR activation; percent of tunicamycin response, DMSO as zero | AID 463104, 2010 | activation, % at 20 µM | 330,000 compounds, 0.33% hits;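 active means versus positive control, 20 µM dose yields 30% or more activation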;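 further: 100% = tunicamycin at 10 µg/mL and 0% = DMSO only wells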
#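 Material: CHO-XBP1 cells stably carrying IRE1-XBP1-driven luciferase reporter / Amount: 1000 cells per well / Compound: 20 µM, 1% DMSO / Times: 6 h treatment, 37 °C / Detection: luciferase luminescence / Measure: % activation of reporter signal versus tunicamycin and DMSO controls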
# Mdm2 MdmX PPI – inhibitors of human Mdm2-MdmX association, primary screen, cell-based, luminescence, split luciferase, SaOS-2, uHTS. inhibition, % at 8 µM. Protein Mdm4 (Homo sapiens) + E3 ubiquitin-protein ligase Mdm2 (Homo sapiens), …. 330,000 compounds, 3% hits. SaOS-2 split-luciferase Mdm2/MdmX complementation. AID 485346, 2010;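 active means inhibition of at least 50% at 8 µM in the primary screen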
# CXCR6 block – CXCR6 receptor inhibitors, primary screen, cell-based, beta-arrestin, luminescence, CHO-K1 PathHunter, 1536-well; 360,000 compounds, 0.36% hits; AID 602244, 2012; inhibition, % at 20 µM; C-X-C chemokine receptor type 6 (Homo sapiens), O00574; in the data active means inhibition above about 34%, passing the limit was not always enough;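 further: antagonist mode with CXCL16 agonist at 10 nM final; 0% = 10 nM CXCL16 with DMSO and 100% = unstimulated wells without agonist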
# Target sequence (O00574 whole entry, looked up): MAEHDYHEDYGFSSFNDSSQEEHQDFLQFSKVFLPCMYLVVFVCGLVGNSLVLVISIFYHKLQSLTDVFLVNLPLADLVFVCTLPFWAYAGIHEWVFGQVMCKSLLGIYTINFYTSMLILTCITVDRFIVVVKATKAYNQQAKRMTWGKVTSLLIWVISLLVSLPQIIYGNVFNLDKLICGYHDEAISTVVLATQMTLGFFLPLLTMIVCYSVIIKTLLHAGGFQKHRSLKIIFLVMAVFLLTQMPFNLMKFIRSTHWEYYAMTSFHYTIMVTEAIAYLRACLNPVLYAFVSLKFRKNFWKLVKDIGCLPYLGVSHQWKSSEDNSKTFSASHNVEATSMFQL
# APJ antagonist – antagonists of human apelin receptor APJ, primary screen, CHO-K1 cells, beta-arrestin complementation, luminescence | inhibition, % at 20 µM | 330,000 compounds, 0.32% hits;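 active means inhibition above about 40% at 20 µM, limit read from the data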;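 further: cells challenged with 10 nM apelin-13 agonist together with compound; plate controls were apelin-13 plus DMSO wells for no effect and DMSO wells lacking apelin-13 for full effect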
# tim23-1 inh – growth inhibitors of tim23-1 mutant yeast, primary screen, luminescence, uHTS; S. cerevisiae tim23-1 growth, BacTiter-Glo luminescence, 24 h; inhibition, % at 20 µM; AID 463212, 2010; 330,000 compounds, 1.3% hits;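 active means growth inhibition of the mutant yeast at or above 50%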;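 further: temperature-sensitive mutant grown at 25 °C; plate controls were DMSO-treated mutant yeast for no effect and medium wells lacking yeast for full effect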
# EBI2 antag – EBI2 receptor antagonists, beta-arrestin recruitment, primary screen, cell-based, luminescence, 7a,25-OHC stimulation, uHTS. 7a,25-OHC stimulated. 360,000 compounds, 0.81% hits. inhibition, % at 5 µM. G-protein coupled receptor 183 (Homo sapiens), P32249; in the data active means inhibition above about 38%;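 further: enzyme fragment complementation signal reports receptor beta-arrestin coupling in cells; 0% = agonist plus DMSO wells and 100% = wells without agonist; some results beyond the cut were filed as inactive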
# Target sequence (P32249 whole entry, looked up, the tested form may be a part): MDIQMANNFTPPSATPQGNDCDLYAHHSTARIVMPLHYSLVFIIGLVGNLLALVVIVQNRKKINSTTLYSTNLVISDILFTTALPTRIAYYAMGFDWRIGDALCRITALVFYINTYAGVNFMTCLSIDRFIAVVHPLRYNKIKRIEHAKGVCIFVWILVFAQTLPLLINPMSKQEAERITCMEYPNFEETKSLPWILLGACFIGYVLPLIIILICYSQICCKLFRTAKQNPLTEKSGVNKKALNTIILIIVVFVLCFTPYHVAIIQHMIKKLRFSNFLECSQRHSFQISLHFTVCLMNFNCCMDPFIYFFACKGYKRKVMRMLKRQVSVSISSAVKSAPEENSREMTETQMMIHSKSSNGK
# An asterisk follows results filed as active; · = not tested or not shown. Not all compounds are listed; count on the stated rates, not on these rows.
SMILES,APJ ag,CHOP UPR activ,CCR6 antag,XBP1 UPR activ,Mdm2 MdmX PPI,CXCR6 block,APJ antagonist,tim23-1 inh,EBI2 antag
Cc1ccc(-n2[nH]c(C)c(/C=N/c3cccc(C)n3)c2=O)cc1,-2,0.3,19,-1,9,14,16,8,-15
CC(=O)Nc1ccc(Nc2nc(C)cc(C)n2)cc1,-2,-0.1,5,2,16,-3,-7,-2,6
COc1ccc(C(C(=O)NC2CCCC2)N(C(=O)c2ccco2)c2ccc3c(c2)OCO3)cc1OC (stereo unspecified),1,-2.1,11,-3,-15,7,4,7,-8
Cc1cc(OCC(=O)NC2CCN(Cc3ccccc3)CC2)c2c(C)cc(=O)oc2c1,-1,1.3,10,-4,22,6,6,-8,14
O=C(Nc1cc(C(F)(F)F)ccc1Cl)c1cccc(N2C(=O)CCC2=O)c1,0,-1.1,2,-6,28,-5,-6,-6,-11
CCC(C)(C)n1nnnc1C(c1cccs1)N1CCCCC1 (stereo unspecified),-3,1.2,12,-2,-7,3,-8,41,8
N#Cc1cc2c(nc1SCc1cccc(Cl)c1)CCCCC2,-1,-2.9,16,-1,4,9,4,13,16
CC(C)(C)OC(=O)CNC(=O)c1[nH]cnc1C(=O)NC1CCNCC1,-1,0.8,0,-1,-22,2,15,14,-10
CC1CCc2sc(C(=O)Nc3nnc(SCc4ccc(F)cc4)s3)cc2C1 (stereo unspecified),-3,2.3,-8,3,-2,3,-19,-3,8
Cn1nc(C(F)(F)F)c(/C=N/OC(=O)c2ccccc2)c1Sc1ccc(Cl)cc1,-5,-1.1,8,1,51*,1,25,4,1
COc1cccc(CSc2ccc(S(=O)(=O)N3CCOCC3)cc2C(=O)NCC2CCCO2)c1OC (stereo unspecified),11,-0.6,11,-1,-5,-1,-7,16,-3
CCNc1ccc(N=Nc2c(C)n(C)n(-c3ccccc3)c2=O)cc1,-1,2.3,18,1,-7,1,8,-1,1
O=C(c1cccc(S(=O)(=O)Nc2cccc(C(F)(F)F)c2)c1)N1CCOCC1,-2,-1.6,3,3,-23,10,-1,8,-8
C#CCOCCOCCOCCNc1nc(N2CCN(C(=O)[C@H]([C@@H](C)CC)n3cc([C@@H](N)CC(C)C)nn3)CC2)nc(N2CCN(C(=O)[C@H](Cc3ccc(O)cc3)n3cc([C@@H](N)CC(C)C)nn3)CC2)n1,-5,-0.1,3,2,9,·,5,-2,·
CC1=NN(C(=O)c2ccc(Cn3nc(C)c(Br)c3C)cc2)C(O)(C(F)(F)F)C1 (stereo unspecified),1,-1.0,-3,-2,17,-3,13,33,-6
CCCC(C)C(=O)Nc1cc([N+](=O)[O-])ccc1F (stereo unspecified),2,-0.4,15,2,-4,0,11,19,0
Cc1ccc(Cl)cc1N1CCN(C(=O)Cc2cn(C)c3ccccc23)CC1,-3,1.5,1,2,35,4,1,15,29
NC(=O)c1ccccc1NC(=O)CN1CCN(Cc2ccccc2)CC1,-3,-0.9,2,-6,8,-1,5,-8,-6
CCc1cc(C)cc(OCCOc2ccccc2/C=N/NC(C)=O)c1,-4,2.5,10,-6,26,-1,7,27,4
Cc1cc(C)c(NC(=O)CS(=O)CC(=O)NCCCc2ccccc2)c(C)c1 (stereo unspecified),-2,0.9,-3,-6,13,-4,-9,1,1
COc1cc(NC(=O)c2ccco2)c(OC)cc1NC(=O)Nc1ccccc1Cl,13,-0.4,-1,-3,2,1,-18,11,-14
CNC(=S)NNc1nncc2ccccc12,-3,1.1,2,1,6,-3,10,-6,-7
CC(C)(C)c1ccc(C(=O)Nc2ncn[nH]2)cc1,-3,3.5,-9,-2,-55,-2,8,-12,-2
COc1ccc(N2CCC(CNS(=O)(=O)c3cccc(C(F)(F)F)c3)C2)cc1 (stereo unspecified),-2,-2.9,20,-6,21,-2,-1,-4,8
COc1ccc(/C=C/C(=O)OCC(=O)N2CCCCCC2)cc1OC,0,0.0,0,0,17,4,3,13,-11

# (next part)
SMILES,APJ ag,CHOP UPR activ,CCR6 antag,XBP1 UPR activ,Mdm2 MdmX PPI,CXCR6 block,APJ antagonist,tim23-1 inh,EBI2 antag
CCOc1ccc(Cl)cc1/C=N/NC(=O)CNC(=O)c1ccccc1,2,-0.4,2,-2,25,6,6,10,1
CCOC(=O)c1sc(N)c(C(=O)OCC)c1C,2,4.3,9,5,3,3,-29,33,4
CCOC(=O)Nc1c2ccccc2nc2ccccc12,-2,-0.6,0,1,1,8,3,-5,5
COc1ccc(NC(=O)C2(c3ccc(NC(=O)c4ccc(OC)c(OC)c4)cc3)CCCC2)cc1,-3,0.6,-7,-2,55*,0,-11,1,2
CCn1c(COc2ccccc2OC)nc2ccccc21,-2,3.2,3,0,6,-1,7,34,8
N/C(=N\NC(=O)c1ccccc1Cl)c1cc2ccccc2oc1=O,0,4.5,2,0,25,-3,11,-8,7
COc1cc(NC(=O)CNC(=O)Cn2ccc3ccccc3c2=O)cc(OC)c1OC,-2,-1.0,11,1,0,-13,16,0,-7
Cc1scc(C(=O)NNC(=S)NCC2CCCO2)c1C (stereo unspecified),1,0.9,-1,-1,-9,0,11,12,0
Cc1ccc(C)n1-c1cccc(S(=O)(=O)N2CCOCC2)c1,-2,-1.0,-3,-6,15,-15,-4,14,-2
O=C(OCc1nc2ccccc2s1)c1cccs1,-1,1.7,7,1,-71,-1,9,-5,5
O=C(NC1CCN(C(=S)NCc2ccco2)CC1)c1cccc(F)c1,-1,0.1,4,2,4,5,4,6,1
Cc1nc(SCc2ccc(Br)cc2)[nH]c(=O)c1C,4,0.6,-4,-2,36,-8,-2,23,-6
CN(C)S(=O)(=O)c1cccc(NC(=O)c2ccc3c(c2)OCCO3)c1,-1,5.4,9,-1,-70,-10,0,13,0
CCO[C@H]1OC(C(=O)NCc2ccccc2)=C[C@@H](C(C)(C)C)[C@@H]1CCCO,-5,2.7,4,3,16,6,-17,15,7
CC(C)Cc1nc(N2CCC(C(N)=O)CC2)c2nnn(Cc3ccccc3)c2n1,-2,-1.7,6,5,16,-4,-7,-14,4
Cc1ccc(NC(=O)COC(=O)c2ccc(S(=O)(=O)N3CCCC3)cc2)cc1,-7,-1.4,9,-3,26,1,12,-7,-8
Nc1ccc2c(c1)C(=O)N(CC1CCCO1)C2=O (stereo unspecified),0,-0.8,-8,2,11,5,-5,2,-3
COc1ccc(S(=O)(=O)N2CCN(c3ccccn3)CC2)cc1OC,1,0.1,2,-2,-11,1,2,7,-11
COc1ccc(NC(=O)c2cc(-c3cc(C)ccc3O)n[nH]2)cc1Cl,-1,0.1,4,5,-27,3,3,12,25
CCc1cccc(NC(=O)CSc2nnc(Cc3ccc(OC)cc3)c(=O)[nH]2)c1,7,0.7,5,1,20,-8,-23,-10,14
C=C1C(O)C[C@H]2C(=C)CCC3[C@H](OC(=O)[C@]3(O)CO)[C@@H]12 (stereo partly specified),9,-1.1,8,0,-10,2,4,-11,0
CC1CCN(C(=O)C2(NC(=O)Nc3cccc(F)c3)CCCCC2)CC1,-7,-2.8,18,-7,30,4,25,-1,4
CN(C)c1ccc(NS(=O)(=O)c2ccc(-c3csnn3)cc2)cc1,3,0.3,-18,-5,0,-8,-9,12,-16
Cc1cccc(OCC(=O)Nc2ccc(N3CCN(C(=O)c4ccco4)CC3)cc2)c1,12,7.8,0,-6,4,-8,-4,17,1
CC(/C=C1\SC(=S)N(NC(=O)c2ccccc2C)C1=O)=C\c1ccccc1,-4,-1.1,4,2,-12,8,5,7,4
Cc1cccc(NS(=O)(=O)c2c(C)n[nH]c2C)c1,-3,-0.7,-1,16,-3,-2,-25,2,-5
CN(c1cccc(NC(=O)c2ccc(Cl)c(S(=O)(=O)N3CCOCC3)c2)c1)S(C)(=O)=O,9,-0.7,1,-2,32,-2,20,19,3

# Record cards (already shown):
# `Cc1ccc(NC(=O)COC(=O)c2ccc(S(=O)(=O)N3CCCC3)cc2)cc1` is listed with APJ ag = -7; CHOP UPR activ = -1.4; CCR6 antag = 9; XBP1 UPR activ = -3; Mdm2 MdmX PPI = 26; CXCR6 block = 1; APJ antagonist = 12; tim23-1 inh = -7; EBI2 antag = -8
# `CC(C)Cc1nc(N2CCC(C(N)=O)CC2)c2nnn(Cc3ccccc3)c2n1` is listed with APJ ag = -2; CHOP UPR activ = -1.7; CCR6 antag = 6; XBP1 UPR activ = 5; Mdm2 MdmX PPI = 16; CXCR6 block = -4; APJ antagonist = -7; tim23-1 inh = -14; EBI2 antag = 4
# `COc1cc(NC(=O)CNC(=O)Cn2ccc3ccccc3c2=O)cc(OC)c1OC` is listed with APJ ag = -2; CHOP UPR activ = -1.0; CCR6 antag = 11; XBP1 UPR activ = 1; Mdm2 MdmX PPI = 0; CXCR6 block = -13; APJ antagonist = 16; tim23-1 inh = 0; EBI2 antag = -7

# Given with values under each structure: 3 of the compounds above.
# Each structure is followed by: APJ ag, CHOP UPR activ, CCR6 antag, XBP1 UPR activ, Mdm2 MdmX PPI, CXCR6 block, APJ antagonist, tim23-1 inh, EBI2 antag
- COc1cc(NC(=O)CNC(=O)Cn2ccc3ccccc3c2=O)cc(OC)c1OC
 : -2, -1.0, 11, 1, 0, -13, 16, 0, -7
- Cc1scc(C(=O)NNC(=S)NCC2CCCO2)c1C (stereo unspecified)
 : 1, 0.9, -1, -1, -9, 0, 11, 12, 0
- Cc1ccc(C)n1-c1cccc(S(=O)(=O)N2CCOCC2)c1
 : -2, -1.0, -3, -6, 15, -15, -4, 14, -2

# Looked up above:
# Cc1nc(SCc2ccc(Br)cc2)[nH]c(=O)c1C @ CXCR6 block = -8
# Nc1ccc2c(c1)C(=O)N(CC1CCCO1)C2=O (stereo unspecified) @ CXCR6 block = 5
# Cc1cc(C)c(NC(=O)CS(=O)CC(=O)NCCCc2ccccc2)c(C)c1 (stereo unspecified) @ tim23-1 inh = 1
# CCc1cc(C)cc(OCCOc2ccccc2/C=N/NC(C)=O)c1 @ tim23-1 inh = 27
# COc1ccc(NC(=O)C2(c3ccc(NC(=O)c4ccc(OC)c(OC)c4)cc3)CCCC2)cc1 @ Mdm2 MdmX PPI = 55*
# N#Cc1cc2c(nc1SCc1cccc(Cl)c1)CCCCC2 @ CHOP UPR activ = -2.9

# Screens (PubChem)
